M. tuberculosis HTS = M. tuberculosis growth inhibition, HTS (AID 449762). M. tuberculosis H37Rv growth inhibition, 7H9 media; higher % means a stronger effect. inhibition, % at 25 µM, or IC50 in µM where a hit was titrated. 330,000 compounds, 0.59% hits; in the data active = a potency from the dose series; inconclusive = inhibition above about 70% without an active follow-up result;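 note: bacterial growth assessed after seven days of incubation; strong numbers were not always called active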
inhibitors of VEEV = inhibitors of VEEV TC-83 cytopathic effect, confirmation, Vero cells (AID 588727) | Vero cells, VEEV TC-83 cytopathic effect inhibition; higher % means a stronger effect | one-dose inhibition, % at 20 µM; IC50 in µM for titrated hits | 350,000 compounds, 0.13% hits; in the data active = a potency from the dose series; inconclusive = inhibition mostly from about 14% at the one dose, without a potency; inactive = the rest, 99 in 100 with inhibition below about 12%; note: strong numbers were not always called active
influenza NS1A = H1N1 influenza NS1A inhibitors, functional cell based assay (AID 504329) | NS1A functional cell-based assay, percent inhibition; higher % means a stronger effect | inhibition, % at 12.5 µM, or IC50 in µM where a hit was titrated | 340,000 compounds, 0.3% hits; in the data active = a potency from the dose series; inconclusive = inhibition above about 27% without an active follow-up result; note: strong numbers were not always called active
M. tuberculosis = growth inhibition of non-replicating M. tuberculosis (AID 488890). inhibition, % at 25 µM, or IC50 in µM where a hit was titrated. 320,000 compounds, 0.39% hits. Mycobacterium tuberculosis non-replicating, growth inhibition; higher % means a stronger effect; in the data active = a potency from the dose series; inconclusive = inhibition mostly from about 82% at the one dose, without a potency; inactive = the rest, 99 in 100 with inhibition below about 76%;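 note: plate controls were DMSO cells for no effect and high antibiotic wells for full effect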
Salmonella PhoP GFP = Inhibition of PhoP regulon, Salmonella typhi GFP reporter cells, confirmation, 4 h (AID 1850). Salmonella Typhi PhoP-promoter GFP reporter, fluorescence, 4 h; higher % means a stronger effect. one-dose inhibition, % at 50 µM; IC50 in µM for titrated hits. 310,000 compounds, 0.33% hits; in the data active = a potency from the dose series; inconclusive = inhibition mostly from about 25% at the one dose, without a potency; inactive = the rest, 99 in 100 with inhibition below about 19%;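 note: 0% = induced wells with vehicle and 100% = uninduced wells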
inhibitors of VEEV 10K pilot screen = second read-out of inhibitors of VEEV, no call of its own (marks repeat the call); inhibition, %; measured here: 10K pilot screen inhibition
* hit, by the source's call; i = inactive; ? = inconclusive; . = no result given; & = joins results of further samples. This is a random part of the collection, and some 1.4% of all compounds hit somewhere here.

SMILES | M. tuberculosis HTS | inhibitors of VEEV | influenza NS1A | M. tuberculosis | Salmonella PhoP GFP | others
CCCc1cc(=O)[nH]c(SCCOc2ccc(Cl)cc2)n1 | 8% | 0.4% | -3% | 18% | -6%
CCOc1ccc(CCNC(=O)c2cccc3c2C(=O)N(CCOC)C3)cc1OCC | -4% | i | 3% | -6% | -2%
OCCC1CN(Cc2nc3c(s2)CCCC3)CCN1CCc1ccccc1 (configuration not stated) | -3% | i | 5% | 13% | -6% | inhibitors of VEEV 10K pilot screen=0.1
CCOc1ccc(-c2nc(S(=O)(=O)c3ccccc3)c(NCc3cccnc3)o2)cc1 | 4% | 6.3% | 7% | 15% | 5%
COc1ccc(C(=O)Nc2ccc(Cl)cc2C(=O)NCc2ccco2)cc1 | -4% | 3.1% | 8% | 12% | 3%
CC1CC1C(=O)OCC(=O)Nc1cccc(Br)c1 (configuration not stated) | . | 4.4% | -7% | . | .
CCCCn1c(O)c(C(CC)=NCCCN(C)C)c(=O)[nH]c1=O | 0% | i | -13% | 10% | -6%
CC(C)C[C@H]1COCCS(=O)(=O)N1Cc1cccc(F)c1 | -1% | 4.2% | -15% | -3% | -11%
Cc1cccc(C)c1NC(=O)CN(C)C(=O)c1cccc(-n2cccc2)c1 | -5% | 1.3% | -6% | 4% | -1%
Cc1ccc(C(NC(N)=O)c2ccccc2C)cc1 (configuration not stated) | 0% | i | 5% | 7% | -11%
CCOC(=O)C1=C(C)Nc2nc(SCC(=O)OC)nn2C1c1cc(F)cc(F)c1 (configuration not stated) | 5.1µM* | i | 7%&-1% | ? | 10%
Cc1cc(C)c(C)c(S(=O)(=O)N2CCC(C(=O)OCC(=O)NC3CCS(=O)(=O)C3)CC2)c1C (configuration not stated) | 1% | i | -3% | 7% | .
COC(=O)CN1C(=O)NC2(CCCc3ccccc32)C1=O (configuration not stated) | 5% | 1.2% | -1% | 1% | -13%
CC(C)[C@@H](C(=O)N[C@@H](Cc1ccccc1)C(=O)O)N1C(=O)N2CCc3c([nH]c4ccccc34)[C@@]2(C)C1=O | -9% | 1.0% | -2% | -3% | 7%
c1nc(N2CCC3(CC2)OCCO3)c2[nH]cnc2n1 | 0% | 0.4% | 0% | -7% | -5%
COc1cccc(C(=O)NCCCn2ccnc2)c1 | -2% | 0.6% | -1% | 3% | 9%
O=C(CSc1nnnn1C1CC1)Nc1ccc(S(=O)(=O)N2CCOCC2)cc1 | -10% | 1.2% | -14% | -13% | .
Cc1ccc(C)c(NS(=O)(=O)c2ccc(OCC(=O)NCc3ccccn3)cc2)c1 | -5% | 3.8% | -20% | -9% | -2%
O=C(CNCc1ccccc1)NCCCN1CCCC1=O | 5% | 0.3% | -3% | -5% | -11%
CC(=O)NCc1ccc(S(=O)(=O)N/N=C/c2ccccc2)cc1 | 0% | i | 5% | -3% | -10%
COc1ccc(NC(=O)NCCc2ccc(Cl)cc2)cc1OC | -7% | 0.4% | -4% | -4% | -3%
O=C(Cc1ccc(Br)cc1)OCC(=O)N1CCCCCC1 | -1% | 1.5% | -12% | 56% | .
O=C(CSc1nc2ccccc2c(=O)n1-c1ccc(F)cc1)NC1CCS(=O)(=O)C1 (configuration not stated) | . | 7.9% | -2% | . | .
CCCCC/C=C\C/C=C\C/C=C\C/C=C\CCCC(=O)Nc1ccc(O)cc1 | ? | . | . | 2% | 1%
CC(C)C[C@@H](CN)NC(=O)c1nc[nH]c1C(=O)N[C@@H](C)C(=O)CNC[C@H](C)NC(=O)c1nc[nH]c1C(=O)N[C@@H](Cc1ccccc1)C(=O)O | . | 0.4% | -21% | . | .
O=Cc1cnc(N2CCN(c3ccccc3)CC2)s1 | 2% | 1.0% | -1% | ? | 7%
CCC/C=N/NC(=O)c1ccc(F)cc1 | -2% | 0.4% | -5% | 24% | -9%
Cc1ccc(S(=O)(=O)Oc2ccccc2/C=N/Nc2ccc(C(=O)O)cc2)cc1 | 25% | 0.5% | 12% | 32% | 4%
O=C(CN1C(=O)C2CC=CCC2C1=O)OCCN1C(=O)c2ccccc2C1=O (configuration not stated) | -4% | 0.0% | -1% | -12% | 6%
CC(=O)Nc1cccc(NC(=O)CSc2nc(=O)n(CCCN3CCOCC3)c3c2CCC3)c1 | 2% | i | 10% | -4% | -6%
CCCCNC(=O)COC(=O)c1cc(Br)ccc1Cl | ? | i | -10% | 3.9µM* | -8%
C=C(C)C(=O)N1CC2(CC(c3cccc(NC(=O)/C=C\C)c3)=NO2)C[C@H]1C(N)=O (some centres not stated) | -3% | 0.4% | -3% | -13% | -6%
O=C1CCCCC1Sc1nnc(Nc2ccccc2)s1 (configuration not stated) | -3% | 1.9% | -11% | 80% | -7%
C/C(=N\NC(=O)c1c(Br)c(C)nn1C)c1cccc(NC(=O)c2ccccc2F)c1 | 3% | 1.2% | -2% | 1% | 6%
Cn1c(=O)c(C(=O)CN2CCCCCC2)c(N)n(Cc2ccccc2)c1=O | 0% | i | 3% | 12% | -6%
CCOC(=O)CCP(=O)(O)C(O)c1ccccc1 (configuration not stated) | -6% | 0.9% | 3% | 9% | -8%
COc1cc(/C=C2\SC(=S)N(C(Cc3ccccc3)C(=O)O)C2=O)ccc1O (configuration not stated) | -1% | 0.8% | 25% | -4% | 0%
O=c1nc2onnc2c(C=NO)[nH]1 | . | i | -3% | . | .
O=c1c([N+](=O)[O-])c(N2CCOCC2)c2ccccc2n1-c1ccccc1 | 0% | 2.0% | 4% | 6% | -3%
CC12CCC(C(=O)NCC3CCCO3)(OC1=O)C2(C)C (configuration not stated) | 2% | 0.3% | -3% | -13% | 7%
O=C(O)CSC1c2ccccc2C(=O)N1Cc1ccccc1 (configuration not stated) | -2% | i | 10% | 1% | -4%
COC(=O)C(Cc1ccccc1)NC(=O)CNC(=O)c1ccccc1OC (configuration not stated) | -2% | 1.3% | -4% | -14% | 7%
COc1ccc(NC(=O)c2cc3c(Cl)nc4ccccc4c3s2)cc1OC | 5% | 0.5% | -1% | 0% | -9%
O=C(Nc1ccc(-c2nc3ccccc3[nH]2)cc1)c1ccco1 | -6% | 6.6% | -6% | -13% | 26%
COc1ccc(N2C(=O)CC(NNC(=O)c3cccnc3)C2=O)cc1 (configuration not stated) | -6% | 1.5% | -13% | -6% | 7%
O=C(Nc1ccc(S(=O)(=O)Nc2nccs2)cc1)c1cnc(Cl)c(Cl)c1 | 1% | 3.8% | -7% | 69% | -3%
CCC(C)c1ccccc1N=Cc1ccc2c(c1)OCO2 (configuration not stated) | -10% | 0.6% | -4% | 11% | 6%
Cc1ccc(/C([O-])=C(/C(=S)Nc2ccc(SC(F)F)cc2)[n+]2ccccc2)cc1[N+](=O)[O-] | 8% | 25% | 11% | 44% | 3%
CN1CCN(c2ccc(S(=O)(=O)N3CCOCC3)cc2NC(=O)COc2ccc(F)cc2Cl)CC1 | -13% | 3.2% | -6% | 4% | -10%
COc1ccc(CC2CC(=O)N(c3ccc(C)cc3)C2=O)cc1 (configuration not stated) | 1% | 0.1% | 0% | 48% | -4%
O=C(CSc1nnnn1-c1cccnc1)NCc1cccs1 | -7% | i | -15% | -1% | 9%
CC(C)CNC(=O)c1ccccc1C(=O)NC1(C(=O)NCC(C)C)CCCC1 | . | 1.1% | -8% | . | .
Cc1nc(-c2ccc(S(=O)(=O)N3CCCCCC3)cc2)cs1 | 2% | 1.4% | 0% | 3% | -14%
Nc1ncnc2c1ncn2C1CCCO1 (configuration not stated) | -4% | 1.4% | -5% | -14% | -10%
c1ccc(OCCCN2CCCC2)cc1 | -10% | i | 0% | -4% | 5%
C=CCSc1nc2ccccc2n1C(=O)/C=C/c1ccc(OC)c(OC)c1 | 1% | >25µM* | 11% | -4% | -6%
Cc1c(NC(=S)Nc2ccc(Cl)cc2)c(=O)n(-c2ccccc2)n1C | 0% | i | -6% | 12% | 13%
O=S(=O)(c1ccc(Br)cc1F)N1CCCCC1CCO (configuration not stated) | . | 0.2% | -6% | . | .
CC[N+]1(C)CCC(O)(c2ccc(OC)cc2)C(C(=O)c2ccc(OC)cc2)C1 (configuration not stated) | . | i | -16% | . | .
COc1nc(-c2cccs2)cc(-c2ccc(C)cc2)c1C#N | -3% | 2.4% | -5% | 4% | -2%

Random excerpt: 3 records from the list.
SMILES | M. tuberculosis HTS | inhibitors of VEEV | influenza NS1A | M. tuberculosis | Salmonella PhoP GFP | others
Cc1ccc(/C([O-])=C(/C(=S)Nc2ccc(SC(F)F)cc2)[n+]2ccccc2)cc1[N+](=O)[O-] | 8% | 25% | 11% | 44% | 3%
COC(=O)C(Cc1ccccc1)NC(=O)CNC(=O)c1ccccc1OC (configuration not stated) | -2% | 1.3% | -4% | -14% | 7%
COc1ccc(CC2CC(=O)N(c3ccc(C)cc3)C2=O)cc1 (configuration not stated) | 1% | 0.1% | 0% | 48% | -4%

Next part:
SMILES | M. tuberculosis HTS | inhibitors of VEEV | influenza NS1A | M. tuberculosis | Salmonella PhoP GFP | others
CCCc1ccc(OCC(=O)O)cc1 | -5% | 1.4% | -2% | 18% | -4%
Cc1nc(-c2ccc3c(c2)OCO3)cs1 | -3% | 1.5% | -8% | 14% | -8%
CC(C)(C)C(=O)N1CCN(c2ccc([N+](=O)[O-])cc2Cl)CC1 | -12% | 4.7% | 13% | . | 15%
Cc1noc(C)c1COc1cccc(C(=O)Oc2ccc3c(c2)OCO3)c1 | ? | 0.4% | 9% | ? | 9%
CCCCN(C(=O)c1cc2c(s1)CCCCC2)c1c(N)n(CC(C)C)c(=O)[nH]c1=O | . | i | 7% | . | .
N#Cc1c2n(c3c(=O)n(Cc4ccccc4)cnc13)CCCC2 | 0% | i | 20% | 6% | -7%
COC(=O)c1ccc(C(NC(=O)OCc2ccccc2)/C(F)=C/[C@@H](C)C(=O)NCc2ccc(OC)c(OC)c2)cc1 (some centres not stated) | -4% | 0.1% | -3% | -5% | -8%
COc1ccc(CC(=O)O/N=C(\N)c2cccc([N+](=O)[O-])c2)cc1 | -3% | 0.7% | -4% | 52% | -7%
CCC(NC(=O)C1(C)CC1(Br)Br)c1ccc(C)cc1 (configuration not stated) | 2% | 4.2% | -7% | 22% | 0%
COc1ccc(CCn2c(=S)[nH]c3cc(C(=O)N4CCOCC4)ccc3c2=O)cc1OC | -4% | 5.7% | -4% | 18% | -3%
CCCCCn1c(=NC(=O)c2ccco2)c(C(=O)OCC)cc2c(=O)n3ccccc3nc21 | 1% | 3.4%&4.3% | -1%&2% | 6% | -1%
CC(=O)Nc1ccc2c(c1)CCCC2=O | -1% | 6.6% | -19% | -7% | 5%
Cc1ccc(CNC(=O)C2CCN(S(=O)(=O)c3c(C)noc3/C=C/N(C)C)CC2)cc1 | 4% | 3.2% | -1% | 0% | -2%
COc1ccc(NC(=O)c2cc(C)nc3ccccc23)cc1S(=O)(=O)N1CCOCC1 | -14% | 0.3% | -1% | -6% | .

Structural class, the entries above containing fluorine.
SMILES | M. tuberculosis HTS | inhibitors of VEEV | influenza NS1A | M. tuberculosis | Salmonella PhoP GFP | others
CC(C)C[C@H]1COCCS(=O)(=O)N1Cc1cccc(F)c1 | -1% | 4.2% | -15% | -3% | -11%
CCOC(=O)C1=C(C)Nc2nc(SCC(=O)OC)nn2C1c1cc(F)cc(F)c1 (configuration not stated) | 5.1µM* | i | 7%&-1% | ? | 10%
O=C(CSc1nc2ccccc2c(=O)n1-c1ccc(F)cc1)NC1CCS(=O)(=O)C1 (configuration not stated) | . | 7.9% | -2% | . | .
CCC/C=N/NC(=O)c1ccc(F)cc1 | -2% | 0.4% | -5% | 24% | -9%
C/C(=N\NC(=O)c1c(Br)c(C)nn1C)c1cccc(NC(=O)c2ccccc2F)c1 | 3% | 1.2% | -2% | 1% | 6%
Cc1ccc(/C([O-])=C(/C(=S)Nc2ccc(SC(F)F)cc2)[n+]2ccccc2)cc1[N+](=O)[O-] | 8% | 25% | 11% | 44% | 3%
CN1CCN(c2ccc(S(=O)(=O)N3CCOCC3)cc2NC(=O)COc2ccc(F)cc2Cl)CC1 | -13% | 3.2% | -6% | 4% | -10%
O=S(=O)(c1ccc(Br)cc1F)N1CCCCC1CCO (configuration not stated) | . | 0.2% | -6% | . | .
COC(=O)c1ccc(C(NC(=O)OCc2ccccc2)/C(F)=C/[C@@H](C)C(=O)NCc2ccc(OC)c(OC)c2)cc1 (some centres not stated) | -4% | 0.1% | -3% | -5% | -8%

High-throughput results deposited in PubChem BioAssay by Southern Research Specialized Biocontainment Screening Center.
